# RGS4 inh = RGS4 inhibitors, primary screen, cell-based, HEK293 M3R inducible RGS4, calcium flux; Regulator of G-protein signaling 4 (Homo sapiens), P49798; Fluo-4 calcium flux; stronger effect = higher value; triggered by carbachol at its EC20; B-score at 10 µM; 310,000 tested, 0.45% active; AID 463165, 2010;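 active means B-score, a plate-corrected calcium signal, over three deviations above library mean, with baseline fluorescence within five deviations of library mean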;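 further: RGS4 expression induced by doxycycline in cells with stable M3 receptor; B-score is computed from the integrated fluorescence ratio over baseline after carbachol; higher B-score means a larger calcium signal and so more RGS4 inhibition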
# Target sequence (P49798 whole entry, looked up): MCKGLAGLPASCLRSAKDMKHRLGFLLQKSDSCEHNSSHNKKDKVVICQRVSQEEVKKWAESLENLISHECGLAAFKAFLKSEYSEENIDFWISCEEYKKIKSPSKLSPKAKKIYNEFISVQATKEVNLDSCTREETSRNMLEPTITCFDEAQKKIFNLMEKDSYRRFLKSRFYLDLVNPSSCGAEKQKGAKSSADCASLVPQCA
# TRPC6 inh = mouse TRPC6 channel inhibitors, primary screen, cell-based, HEK293, membrane potential dye; Short transient receptor potential channel 6 (Mus musculus), Q61143; ACh-evoked depolarization; stronger effect = lower value; B-score at 10 µM; 310,000 tested, 1.1% active;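 active means B-score under library mean minus 3 SD, initial fluorescence not abnormally high, positive integrated signal ratio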;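 further: B-score derived from integrated fluorescence ratio over the kinetic read; more negative B-score means stronger inhibition of depolarization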
# TMEM16A act = TMEM16A chloride channel activators or potentiators, primary screen, cell-based, HTS | Anoctamin-1 (Mus musculus), Q8BHY3 | HEK293 TMEM16A/YFP-H148Q/I152L, iodide quench fluorescence; stronger effect = lower value | B-score at 10 µM | 340,000 tested, 0.3% active;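 active means fluorescence-ratio B-score plate-corrected deviation score at least 3 library SD below zero, with starting fluorescence score within 5 deviations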;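 further: channel opened by trigger with iodide after compound preincubation; score built on the fluorescence ratio of max minus min over baseline; more negative score means more quench and so TMEM16A activation or potentiation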
# TMEM16A inh = TMEM16A chloride channel inhibitors, primary screen, cell-based, HTS. normalized B-score (activity score, 25-100; higher = stronger inhibition) at 10 µM. AID 588511, 2011. HEK293 TMEM16A/YFP iodide influx fluorescence, ionomycin. 310,000 tested, 1.2% active. Anoctamin-1 (Mus musculus), Q8BHY3;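 active means ratio plate-corrected score three or more library SD toward inhibition, starting fluorescence score within five deviations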;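 further: score derived from kinetic fluorescence span divided by baseline fluorescence per well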
# MrgX1 antag = antagonists of human MrgX1 receptor, primary screen, HEK293 cells, Fluo-4 calcium flux; B-score at 10 µM; 310,000 tested, 1.3% active; Mas-related G-protein coupled receptor member X1 (Homo sapiens), Q96LB2; BAM8-22 antagonism; stronger effect = lower value;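 active means calcium-response B-score plate-corrected more than 3 library SD below zero, starting fluorescence within 5 deviations, no agonist response on first addition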;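 further: peak minus trough fluorescence over baseline after final BAM8-22 challenge near maximal dose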
# Target sequence (Q96LB2 whole entry, looked up): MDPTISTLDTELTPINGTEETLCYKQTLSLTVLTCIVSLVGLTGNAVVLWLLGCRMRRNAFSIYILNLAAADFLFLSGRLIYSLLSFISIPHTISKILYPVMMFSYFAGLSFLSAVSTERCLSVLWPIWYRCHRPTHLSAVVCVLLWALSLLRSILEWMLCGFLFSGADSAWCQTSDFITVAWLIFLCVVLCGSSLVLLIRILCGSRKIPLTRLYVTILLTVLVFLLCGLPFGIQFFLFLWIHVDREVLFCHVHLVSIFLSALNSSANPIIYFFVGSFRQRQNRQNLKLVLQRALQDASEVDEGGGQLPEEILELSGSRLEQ
# MrgX1 agonist = agonists of human MrgX1 receptor, primary screen, HEK293 cells, Fluo-4 calcium flux; Fluo-4 calcium fluorescence, agonist mode; stronger effect = higher value; B-score at 10 µM; Mas-related G-protein coupled receptor member X1 (Homo sapiens), Q96LB2; 310,000 tested, 0.44% active;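 active means calcium response B-score plate-corrected fluorescence ratio at least 3 library SD, with starting fluorescence B-score inside 5 SD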
#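 Material – MrgX1-expressing HEK293 cells · Input – 15,000 cells seeded per well · Dosing – compound as first of three additions · Times – overnight seeding, then 1 h dark dye loading · Measured by – kinetic Fluo-4 NW fluorescence of intracellular calcium · Read-out – B-scored fluorescence response ratio · Benchmarks – positive and negative control wells on each plate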
# RGS4 act = RGS4 potentiators or activators, primary screen, cell-based, HEK293 M3R inducible RGS4, calcium flux. 310,000 tested, 0.92% active. AID 463111, 2010. carbachol calcium flux Fluo4; stronger effect = lower value. B-score at 10 µM;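 active means B-score of the integrated calcium signal more than 4 SD below the library mean, with starting fluorescence not abnormally high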;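 further: negative B-score means reduced calcium response which marks RGS4 activation or potentiation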
#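 Detection: kinetic calcium fluorescence imaging with Fluo4-AM dye, 2 µM / Material: HEK293 cells with stable M3R and inducible RGS4 / Schedule: recording 10 s baseline at 1 Hz, 100 s post-agonist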
# SKKanGAS inh = S. pyogenes SKKanGAS growth inhibitors in kanamycin, primary screen, streptokinase expression inhibitor project, SKKanGAS strain, BacTiter-Glo luminescence. 6 h. inhibition, % at 7.5 µM. 300,000 tested, 1.3% active. AID 1662, 2009;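 active means mean replicate score, as percent of positive control median, at least 50; inconclusive means mean below 50 but one replicate at or above 50; inactive means mean and every replicate below 50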;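 further: strain carries kanamycin resistance gene driven by streptokinase promoter and grows in 40 µg/ml kanamycin; loss of luminescence reflects streptokinase promoter inhibition or plain growth inhibition; 0% = median of DMSO wells and 100% = positive control at its reference dose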
# TRPC6 activator = mouse TRPC6 channel activators, primary screen, cell-based, HEK293, membrane potential dye; 310,000 tested, 0.13% active; HEK293-TRPC6 membrane potential dye fluorescence; stronger effect = higher value; B-score at 10 µM;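 active means B-score of the integrated fluorescence ratio above library mean plus 3 SD, and starting fluorescence ratio within library mean plus 5 SD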;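 further: higher score means more depolarization so channel activation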
# MrgX1 allo act = positive allosteric modulators of MrgX1, primary screen, HEK293 cells, Fluo-4 calcium flux. Mas-related G-protein coupled receptor member X1 (Homo sapiens), Q96LB2. FDSS; stronger effect = higher value. B-score at 10 µM. 310,000 tested, 0.63% active. AID 588675, 2011;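 active means plate-corrected calcium response at least 3 library SD above typical, normal starting fluorescence, not activating the receptor alone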;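 further: compound read alongside a low EC10 to EC30 dose of BAM8-22 agonist; peak minus trough fluorescence over baseline measured at the second addition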
# HDAC3 inh = HDAC3 deacetylase inhibitors, primary screen, biochemical, fluorescence, cell-free homogeneous. Histone deacetylase 3 (Homo sapiens), O15379. AID 2718, 2010. inhibition, % at 8.3 µM. recombinant HDAC3, fluorogenic peptide/trypsin coupled. 320,000 tested, 0.15% active; in the data active means inhibition above about 26%, passing the limit was not always enough; inconclusive means no clear call, values can overlap the other calls
# Target sequence (O15379 whole entry, looked up): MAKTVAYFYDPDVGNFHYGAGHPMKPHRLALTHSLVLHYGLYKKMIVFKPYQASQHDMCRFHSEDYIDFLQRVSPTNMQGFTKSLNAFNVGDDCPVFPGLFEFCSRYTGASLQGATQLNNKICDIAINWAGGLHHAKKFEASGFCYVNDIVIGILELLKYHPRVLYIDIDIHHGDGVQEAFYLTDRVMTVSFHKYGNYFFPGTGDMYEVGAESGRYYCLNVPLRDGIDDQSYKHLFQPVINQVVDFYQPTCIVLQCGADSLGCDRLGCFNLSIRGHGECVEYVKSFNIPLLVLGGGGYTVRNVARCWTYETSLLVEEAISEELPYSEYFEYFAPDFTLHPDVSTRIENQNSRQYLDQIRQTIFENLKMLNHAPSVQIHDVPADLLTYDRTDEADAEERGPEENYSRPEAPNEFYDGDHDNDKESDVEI
# Numbers without * were called inactive; i = inactive; ? = inconclusive; nt = not tested or not shown.
SMILES,RGS4 inh,TRPC6 inh,TMEM16A act,TMEM16A inh,MrgX1 antag,MrgX1 agonist,RGS4 act,SKKanGAS inh,TRPC6 activator,MrgX1 allo act,HDAC3 inh
CCOC(=O)c1sc(NC(=O)c2ccccc2F)c(C(N)=O)c1C,i,i,i,i,i,i,i,-1,i,i,-20
O=[N+]([O-])c1cc([N+](=O)[O-])c(Oc2cc(F)ccc2F)cc1NN1CCCCC1,i,i,i,i,i,i,i,7,i,i,8
CNC(=O)c1[nH]cnc1C(=O)N[C@@H](Cc1ccccc1)C(=O)OC(C)(C)C,i,i,i,i,i,i,i,3,i,i,1
COc1ccc(N2CCN(C(=O)COc3ccc4ccccc4c3)CC2)cc1,i,i,i,i,i,i,i,3,i,i,1
COC(=O)c1ccc(N=Nc2ccccc2)cc1,i,i,i,i,i,i,i,2,i,i,1
CC1Cc2cc(/C(O)=C3/C(=O)C(=O)N(CCCn4ccnc4)C3c3cccc([N+](=O)[O-])c3)ccc2O1 (stereo unspecified),i,i,i,i,i,i,i,-1,i,i,13
COc1ccc(C(=O)Oc2cccc3cccnc23)cc1[N+](=O)[O-],i,i,i,i,i,i,i,15,i,i,-1
C/C(CC(=O)Nc1ccc([N+](=O)[O-])cc1)=N\NC(=O)c1ccccc1O,i,i,i,i,i,i,i,30,i,i,-3
Cc1ccc(NC2=NCC(=O)N2C2CCCC2)cc1,i,i,i,i,i,i,i,5,i,i,5
O=S(=O)(NC1CCCCC1)c1ccc(S(=O)(=O)N2CCN3CCCC3C2)cc1 (stereo unspecified),i,i,i,i,i,i,i,0,i,i,3
COc1cccc(CN2CC(C(=O)NCCCn3cccn3)CCC2=O)c1 (stereo unspecified),i,i,i,i,i,i,i,-14,i,i,3
COc1ccc(OCC(O)CNc2ccc(Br)cc2)cc1 (stereo unspecified),i,i,i,i,i,i,i,1,i,i,5
Cc1onc(-c2ccccc2)c1C(=O)N(Cc1ccccc1)C(C)C,i,i,i,i,i,i,i,5,i,i,4
CC(C)n1c(CSCc2ccc(Cl)cc2Cl)n[nH]c1=S,i,i,i,i,i,i,i,6,i,i,3
COc1cc(/C=C/c2nc(N)nc(-c3ccccc3O)n2)cc(OC)c1OC,i,i,i,i,i,i,i,13,i,i,13
Cc1ccc(-n2ncc(C#N)c2N)cc1,i,i,i,i,i,i,i,-2,i,i,7
COc1cccc(CCc2nnc(N)s2)c1,i,i,i,i,i,i,i,3,i,i,9
NC(c1ccccc1)c1cccnc1 (stereo unspecified),i,i,i,i,i,i,i,-2,i,i,-4
COc1ccc(NC(=O)CN(C)C(=O)c2ccc(N3CCCC3)c([N+](=O)[O-])c2)cc1,i,i,i,i,i,i,i,-7,i,i,17
CCO[C@@H]1OC(C(=O)N2CCN(Cc3ccc4c(c3)OCO4)CC2)=C[C@H](C2CC2)[C@H]1CCCO,i,i,i,i,i,i,i,-3,i,i,11
Cc1ccc(S(=O)(=O)NCCC(C)C)cc1[N+](=O)[O-],i,i,i,i,i,i,i,-1,i,i,2
O=C(Nc1ccccc1Cl)C1CC(=O)n2c(nc3ccccc32)N1 (stereo unspecified),i,i,nt,i,i,i,i,0,i,i,-5
Cn1nc(C(=O)N2CCN(c3ccccc3F)CC2)c2c1-c1ccccc1S(=O)(=O)C2,i,i,i,i,i,i,i,0,i,i,19
O=C(C1CCN(S(=O)(=O)c2ccc3c(c2)OCCO3)CC1)N1CCc2ccccc21,i,i,i,i,i,i,i,-1,i,i,1
Cc1cc(C(=O)COC(=O)Cn2c(C(F)(F)F)nc3ccccc32)c(C)n1Cc1ccco1,i,i,i,i,i,i,i,-2,i,i,5

# (more compounds)
SMILES,RGS4 inh,TRPC6 inh,TMEM16A act,TMEM16A inh,MrgX1 antag,MrgX1 agonist,RGS4 act,SKKanGAS inh,TRPC6 activator,MrgX1 allo act,HDAC3 inh
COc1cc2c(cc1NS(=O)(=O)N1CCCC1)oc1ccccc12,i,i,i,i,i,i,i,4,i,i,nt
CC1CCN(Cc2c(C(=O)N/N=C/c3ccc(OC(C)C)cc3)nnn2-c2nonc2N)CC1,i,i,i,i,i,i,i,-2,i,i,-1
CCn1c(Cc2c(C)[nH]c3ccccc23)nnc1SCC(=O)NCc1ccco1,i,i,i,i,i,i,i,nt,i,i,-4
COc1ccc(C(=O)NC2CCN(C(=S)Nc3cc(C)ccc3C)CC2)cc1,i,i,i,i,i,i,i,1,i,i,8
COc1ccc(NC(=O)CCC(=O)Nc2nnc(C3CCCCC3)s2)c(OC)c1,i,i,i,i,i,i,i,-2,i,i,7
O=C(O)CC1S/C(=N\N=C2CCCCCCC2)N(c2ccccc2)C1=O (stereo unspecified),i,i,i,i,i,i,i,-15,i,i,-2
CCOC(=O)N1CCN(c2cc(=O)n(Cc3ccc(F)cc3)c(=O)[nH]2)CC1,i,i,i,i,i,i,i,-4,i,i,?
COc1cc(Nc2c3ccccc3nc3ccccc23)cc(OC)c1OC,i,-7.1*,i,i,i,i,i,-3,i,i,9
Cc1ccc2c(c1)[C@@H]1CN(C)CC[C@@H]1N2S(=O)(=O)c1ccc([N+](=O)[O-])cc1,i,i,i,i,i,i,i,-1,i,i,3
CCC1Nc2ncnc(N3CCCCC3)c2N(Cc2ccccc2)C1=O (stereo unspecified),i,i,i,i,i,i,i,-1,i,7.5*,2
COC(=O)CC1C(=O)NCCN1C(=O)c1cc([N+](=O)[O-])ccc1Cl (stereo unspecified),i,i,i,i,i,i,i,-1,i,i,-1
COc1ccc(C2=NN(C(=O)CCC(=O)O)C(c3ccc(OC)c(OC)c3)C2)cc1 (stereo unspecified),i,i,i,i,i,i,i,10,i,i,5
CC(c1nc2ccccc2o1)N1C(=O)c2ccccc2C1=O (stereo unspecified),i,i,i,i,i,i,i,7,i,i,-9
CCOC(=O)c1c(-c2ccccc2)csc1NC(=O)COc1ccc2c(C)cc(=O)oc2c1,i,i,i,i,i,i,i,2,i,i,-3
O=[N+]([O-])c1ccccc1OCCNCc1ccccc1,i,i,i,i,i,i,i,-3,i,i,-1
CC(=O)N(C(C)=O)c1c(N2CCOCC2)c2ccccc2oc1=O,i,i,i,i,i,i,i,-9,i,i,2
Cc1cc(=O)oc2cc(OCC(=O)NCCc3ccccc3)ccc12,i,i,i,i,i,i,i,-12,i,i,-3
CC(C)(C)[C@H]1C=C(C(=O)Nc2ccccc2)O[C@@H](OCCCCO)C1,i,i,i,i,i,i,i,1,i,i,0
Cc1ccc(C)c(-n2c(Cc3cc(=O)[nH]c(=O)[nH]3)nnc2SC(C)C)c1,i,i,i,i,i,i,i,0,i,i,3
Cn1c(=O)[nH]c(=O)c2c1[nH]c(=S)n2Cc1ccccc1,i,i,i,i,i,i,i,-3,i,i,7
COc1ccc(CC(=O)NCC2CCCN(Cc3ccc(F)cc3F)C2)cc1 (stereo unspecified),i,i,i,i,i,i,i,0,i,i,3
CCC(CC)C(=O)N1N=C(c2ccc(NS(C)(=O)=O)cc2)CC1c1ccccc1 (stereo unspecified),i,i,i,i,i,i,i,-2,i,i,-45
Cc1cc2ncn(/N=C/c3ccc4c(c3)OCO4)c2cc1C,i,i,i,i,i,i,i,7,i,i,1
COc1cc(NC(=O)CCC(=O)Nc2ccc3nc(N4CCOCC4)cc(C)c3c2)cc(OC)c1OC,i,i,i,i,i,i,i,3,i,i,-24
Cc1cc(C)c(-c2c(O)c3ccccc3n(C)c2=O)c(C)c1,i,i,i,i,i,i,i,1,i,i,-26

# (list continues)
SMILES,RGS4 inh,TRPC6 inh,TMEM16A act,TMEM16A inh,MrgX1 antag,MrgX1 agonist,RGS4 act,SKKanGAS inh,TRPC6 activator,MrgX1 allo act,HDAC3 inh
Cc1sc2ncnc(SCC(=O)NC(=O)c3cccn3C)c2c1C,i,i,i,i,i,i,i,3,i,i,-7
Cc1cc(C)nc(SCc2ccc(C(=O)N/N=C/c3ccc(C(=O)O)cc3)cc2)n1,i,i,i,i,i,i,i,7,i,i,2
Cc1ccc(C(N)=S)c(C)c1,i,i,i,i,i,i,i,2,i,i,4
COc1ccc(NS(=O)(=O)c2cccc(NC(=O)c3ccccn3)c2)cc1,i,i,i,i,i,i,i,3,i,i,5
O=C(O)Cc1cc(C(=O)Nc2ccc(Br)cc2)sc1-c1ccccc1,i,i,nt,i,i,i,i,1,i,i,5
CCc1ccc(-c2ccc(C(=O)O)c(C)n2)cc1,i,i,i,i,i,i,i,1,i,i,0
O=C(COC(=O)C1CSC2(c3ccc(F)cc3)CCC(=O)N12)NC(=O)NC1CCCC1 (stereo unspecified),i,i,i,i,i,i,i,-4,i,i,3
Cc1ccc(NC(=O)c2ccoc2C)cc1C,i,i,i,i,i,i,i,3,i,i,2
O=C(Nc1ccnn1C1CCN(C2CCC2)CC1)c1ccccc1,i,i,i,i,i,i,i,-7,i,i,-6
Cc1ccc(CN2CCNC(=O)C2CC(=O)O)cc1 (stereo unspecified),i,i,i,i,i,i,i,2,i,i,14
CCOc1cc(/C=C(/NC(C)=O)C(=O)O)cc(Cl)c1OCc1cccc(Br)c1,i,i,i,i,i,i,i,-9,i,i,?
O=Nc1c(O)n(Cc2cccc(Cl)c2)c2ccccc12,6.4*,i,i,i,i,i,i,2,i,i,-3
O=C(O)C1C2C=CC(C2)C1C(=O)NCc1cccc(Cl)c1 (stereo unspecified),i,i,i,i,i,i,i,2,i,i,-7
CN(C)c1cc(-c2ccc(Cl)cc2Cl)oc(=O)c1Cl,i,i,i,i,i,i,i,-2,i,i,nt
CCOc1ccc(NS(=O)(=O)c2cc(C(=O)NCC3CCCO3)ccc2Cl)cc1 (stereo unspecified),i,i,i,i,i,i,i,11,i,i,nt

# Screening data from PubChem BioAssay.
